Compound activity from PubChem BioAssay.
Tb PFK block: qHTS Assay to Find Inhibitors of T. brucei phosphofructokinase; ATP-dependent 6-phosphofructokinase (Trypanosoma brucei brucei), O15648; T. brucei PFK, ADP-Glo luminescence; Potency, µM (titrated, usually from 57.5 µM), for the others: top-dose activity, negative = inhibition, usual class: inhibitors; 330,000 compounds, 0.17% hits; AID 485367, 2010;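 note: potency is the fitted concentration of half-maximal effect; 0% = uninhibited 1x PFK enzyme wells and -100% = no-enzyme wells; nearly all actives have a fitted effect of over 60% in size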
Target sequence (O15648 whole entry, looked up): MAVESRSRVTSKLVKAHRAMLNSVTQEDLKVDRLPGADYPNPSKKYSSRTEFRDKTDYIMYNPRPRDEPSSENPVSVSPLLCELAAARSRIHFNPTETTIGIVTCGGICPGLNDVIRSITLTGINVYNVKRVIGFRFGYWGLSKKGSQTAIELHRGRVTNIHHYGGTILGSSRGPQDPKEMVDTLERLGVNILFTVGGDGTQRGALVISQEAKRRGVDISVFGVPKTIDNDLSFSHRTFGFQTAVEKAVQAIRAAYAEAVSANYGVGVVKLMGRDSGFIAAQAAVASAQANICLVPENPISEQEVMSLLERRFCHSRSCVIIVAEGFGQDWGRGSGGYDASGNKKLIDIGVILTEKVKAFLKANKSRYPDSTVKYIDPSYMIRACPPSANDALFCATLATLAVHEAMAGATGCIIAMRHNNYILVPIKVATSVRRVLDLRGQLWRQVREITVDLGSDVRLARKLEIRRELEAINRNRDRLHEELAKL
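1.25 nM PFK with 0.5 mM F6P and 0.1 mM ATP in 0.1 M TEA pH 8.0, 5 mM MgCl2, incubated 45 min at room temperature; ADP measured by ADP-Glo luminescence; compounds titrated up to 57 uM.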
Gal4-VP16 FLuc: VP16 counterscreen qHTS for inhibitors of ROR gamma transcriptional activity. Drosophila S2 Gal4-VP16 UAS-luciferase, luminescence, 20 h. Potency, µM (top dose mostly 53.6 µM), inactives show top-dose activity, negative = inhibition, actives largely listed as inhibitors. 310,000 compounds, 3.5% hits;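 note: Gal4-VP16 expression switched on by copper sulfate through the metallothionein promoter; potency is the fitted concentration of half-maximal effect; % is set by controls: 0 for no effect and ±100 for the full control effect; nearly all actives have a fitted effect of over 50% in size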
ELG1 genotoxic: qHTS screen for small molecules that induce genotoxicity in human embryonic kidney (HEK293T) cells expressing luciferase-tagged ELG1. 330,000 compounds, 1.3% hits. Potency, µM (highest dose often 46 µM), inactives show at the top dose activity change, positive = activation, most hits filed as activators. AID 504466, 2011. HEK293T ELG1-luciferase reporter, luminescence, 16 h; note: potency is the fitted concentration of half-maximal effect; % of control where 0% means no effect; nearly all actives have a fitted effect of over 60% in size
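After overnight (16 hr) compound treatment at 37 °C, ELG1-luciferase HEK293T cells were lysed with ONE-Glo; luminescence quantified 30 min later at room temperature.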
NPC1 promoter act: qHTS Assay for NPC1 Promoter Activators | Huh7 NPC1 promoter luciferase reporter, 24 h | 320,000 compounds, 2.4% hits | Potency, µM (highest dose often 9.22 µM), for the others: top-dose activation, usual class: activators;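 note: potency is the fitted concentration of half-maximal effect; % of control where 0% means no effect; nearly all actives have a fitted effect of over 60% in size; reporter is driven by a mutant NPC1 promoter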
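Compounds in DMSO were transferred onto Huh7 NPC1-luciferase reporter cells pre-incubated 2 h; after 24 h at 37 °C, Amplite reagent was dispensed and luminescence recorded 10 min later.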
RORgamma inh: qHTS for inhibitors of ROR gamma transcriptional activity; Drosophila S2 Gal4-RORgamma UAS-luciferase reporter, 20 h; Potency, µM (top dose mostly 53.6 µM), inactives show at the highest dose activity change, negative = inhibition, usual class: inhibitors; 310,000 compounds, 5.4% hits; note: potency is the fitted concentration of half-maximal effect; % is set by controls: 0 for no effect and ±100 for the full control effect; nearly all actives have a fitted effect of over 60% in size
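Luminescence from a UAS-regulated Photinus luciferase reporter in stably transfected Drosophila Schneider cells is measured; decreased signal marks ROR gamma inhibition. Fusion expression is induced by 700 uM copper sulfate for 20 hr.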
FLuc modulator: qHTS profiling assay for firefly luciferase inhibitor/activator using purifed enzyme and Km concentrations of substrates (counterscreen for miR-21 project); Luciferin 4-monooxygenase (Photinus pyralis), P08659; purified FLuc, Km substrates, luminescence inhibition; 360,000 compounds, 6.9% hits; Potency, µM (series often up to 57.5 µM), for inactives: at the top dose activity change, negative = inhibition, hits mostly inhibitors;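 note: potency is the fitted concentration of half-maximal effect; plate controls were vehicle for no effect and reference inhibitor for full effect; nearly all actives have a fitted effect of over 55% in size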
Target sequence (P08659 whole entry, looked up): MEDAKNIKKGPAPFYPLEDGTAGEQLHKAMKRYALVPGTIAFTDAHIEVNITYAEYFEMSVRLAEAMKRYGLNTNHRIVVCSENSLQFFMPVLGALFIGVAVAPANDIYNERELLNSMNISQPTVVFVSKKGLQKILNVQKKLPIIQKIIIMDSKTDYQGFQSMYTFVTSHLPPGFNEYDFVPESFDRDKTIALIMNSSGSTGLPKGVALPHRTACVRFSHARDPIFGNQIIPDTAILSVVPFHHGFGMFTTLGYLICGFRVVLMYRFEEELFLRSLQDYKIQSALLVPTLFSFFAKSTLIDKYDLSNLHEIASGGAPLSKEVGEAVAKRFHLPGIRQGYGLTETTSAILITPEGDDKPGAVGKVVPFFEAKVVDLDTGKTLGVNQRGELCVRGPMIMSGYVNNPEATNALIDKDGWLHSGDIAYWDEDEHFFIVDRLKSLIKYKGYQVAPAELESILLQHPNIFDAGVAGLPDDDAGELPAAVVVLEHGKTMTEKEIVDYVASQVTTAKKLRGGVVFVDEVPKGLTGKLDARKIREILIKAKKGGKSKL
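Biochemical qHTS of compounds, final roughly 60 µM downward over six points, against 10 nM purified firefly luciferase using Km concentrations of substrates (10 uM D-luciferin, 10 uM ATP) in Tris acetate pH 7.5 buffer; luminescence output.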
TRPV1 ag: HTS Assay for Compounds that Act as Agonists of the Vanilloid Receptor 1. 320,000 compounds, 0.19% hits. Transient receptor potential cation channel subfamily V member 1 (Homo sapiens), Q8NER1. activation, % at 8.33 µM. TRPV1-expressing cells, Fluo-8 calcium influx, agonist mode; in the data active = activation above about 80%; inconclusive = between about 30% and that limit; note: 0% is about no effect
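Fluo-8 calcium influx in TRPV1-expressing cells, kinetic read (ex 480/em 520 nm). Compound added and read 3 min for agonist activity, followed by capsaicin at EC20 final and 2 min further read for enhancement.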
Rab9 prom act: qHTS Assay for Rab9 Promoter Activators; Potency, µM (series often up to 9.22 µM), for the others: at the top dose activation, negative = inhibition, most hits filed as activators; Huh7 Rab9 promoter-luciferase reporter, luminescence, 24 h; 320,000 compounds, 2.8% hits; note: potency is the fitted concentration of half-maximal effect; % of control where 0% means no effect; nearly all actives have a fitted effect of over 60% in size
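Huh7 reporter line, Rab9 promoter upstream of luciferase. Compound exposure 24 h at 37 °C in reduced-serum medium with 10% FBS. Read-out: luminescence.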
p53 reactivation: qHTS assay for re-activators of p53 using a Luc reporter. H1299 p53-A138V BP100-luciferase reporter, luminescence, 24 h. AID 504706, 2011. 320,000 compounds, 0.063% hits. Potency, µM (titrated, usually from 92.2 µM), without a hit: top-dose activity change, positive = activation, hits mostly activators; note: potency is the fitted concentration of half-maximal effect; % of control where 0% means no effect; nearly all actives have a fitted effect of over 45% in size
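p53-null H1299 cells stably carrying temperature-sensitive p53-A138V and a BP100-luciferase reporter were pinned with compounds (4-point, 1:5 series) and held 24 hrs at 37 deg C. Luminescence was read 10 min after detection reagent.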
BRCA1 expr up: qHTS Assay to Identify Small Molecule Activators of BRCA1 Expression; MCF7-BRCA1-FFLuc reporter, luminescence, 48 h; response scale: scaled: vehicle 0%, 10 µM genistein 100%; 380,000 compounds, 1.1% hits; Potency, µM (doses to about 46.1 µM), for inactives: top-dose activation, usual class: activators; note: potency is the fitted concentration of half-maximal effect; nearly all actives have a fitted effect of over 80% in size; some results filed as inactive show a strong effect at the top dose
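Luminescence from a BRCA1-driven firefly luciferase in MCF7 cells was the read-out, taken 15 min after substrate addition following 48 h compound exposure at 37 °C. Data were normalized to a 10 microM genistein control and DMSO vehicle.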
ELG1 DNA repair: qHTS screen for small molecules that inhibit ELG1-dependent DNA repair in human embryonic kidney (HEK293T) cells expressing luciferase-tagged ELG1; HEK293T ELG1-luciferase reporter, luminescence, 16 h; DNA damage induced by 5-fluorouridine; Potency, µM (series often up to 46.1 µM), without a hit: top-dose activity change, negative = inhibition, usual class: inhibitors; 330,000 compounds, 2.3% hits; AID 504467, 2011; note: potency is the fitted concentration of half-maximal effect; % is set by controls: 0 for no effect and ±100 for the full control effect; nearly all actives have a fitted effect of over 55% in size
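DMSO vehicle served as the neutral condition. Each well held 2,000 cells given 5-fluorouridine plus compound; after 16 hr at 37 °C/5% CO2, ONE-Glo was added and luciferase measured 30 min later.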
* = called active by the depositor; ? = inconclusive; nt = no result given; [ ] = remark or other dose. Unless noted, calls come from the whole dose curve; as a rule, active = well fitted curve in the direction sought with a large enough effect; inconclusive = small, poorly fitted or top-dose-only effect, or another doubt; inactive = no such curve, though single readings can be large; an effect the other way counts as inactive or inconclusive.

Results follow in this order: Tb PFK block | Gal4-VP16 FLuc | ELG1 genotoxic | NPC1 promoter act | RORgamma inh | FLuc modulator | TRPV1 ag | Rab9 prom act | p53 reactivation | BRCA1 expr up | ELG1 DNA repair
> Cc1ccc(/C=N/NC(=O)c2ccco2)s1
→ 7% | -7% | ? | 3.2µM* | ? | 15µM* | 14 | 3.2µM* | ? | ? | ?
> Cc1ccc(S(=O)(=O)N2CCCCC2C)cc1[N+](=O)[O-] (centres undefined)
→ -7% | -15% | -4% | 0% | ? | 5% | 1 | -1% | nt | 2% | ?
> CC(=O)NC(Cc1cccc(F)c1)C(=O)NC1CCN(C(=O)Nc2ccc(C)cc2)CC1 (centres undefined)
→ 2% | -7% | 3% | 0% | -2% | 0% | 2 | -1% | 4% | -9% | 5%
> Cn1c(=O)c2cc(S(=O)(=O)NC(Cc3ccccc3)C(=O)NCc3ccco3)ccc2n(C)c1=O (centres undefined)
→ 0% | -2% | 2% | 4% | ? | -1% | 4 | 7% | -3% | 29% | 3%
> Cc1ccc(CNC(=O)c2ccc(N3CCC4(CC3)CC(c3cccc(Br)c3)=NO4)c(NC(=O)c3c(Cl)cccc3Cl)c2)cc1
→ 0% | nt | 4% | -2% | nt | -1% | 4 | 0% | 20% | -5% | 15%
> CCC(=O)Nc1ccc(C(=O)CSc2nnc(-c3ccc(NS(=O)(=O)CC)cc3)o2)cc1OC
→ 25% | -4% | -2% | -3% | 10% | -2% | 2 | -4% | 2% | -26% | 0%
> O=C(CC1SC(N2CCCC2)=NC1=O)Nc1ccc(C(=O)NCCc2ccc(F)cc2)cc1 (centres undefined)
→ -11% | nt | 4% | -1% | nt | -2% | -3 | 1% | 2% | 4% | 6%
> Cc1nc(-c2noc(-c3ccc(Cl)cc3)n2)c(C(F)(F)F)o1
→ 2% | 18% | 8% | 13% | 0% | ? | 2 | 22% | 8% | 53% | 0%
> O=C(NCc1nc2ccccc2[nH]1)c1cc2ccccc2oc1=O
→ -6% | 7% | 0% | -3% | -18% | -4% | 7 | 0% | -6% | -7% | -2%
> COc1ccc(CNS(=O)(=O)c2ccc3c(c2)CC(C)N3C(=O)C2CC2)cc1 (centres undefined)
→ -1% | 18µM* | -1%[9.26 µM] | -6% | ? | 1% | 8 | -1% | 2% | -38% | -29%
> Fc1ccc(N2CCN(Cc3cnc(N4CCOCC4)s3)CC2)cc1
→ 1% | -4% | -4% | -10% | 15% | 1% | 7 | -7% | 1% | 10% | ?
> COc1ccc(OC)c(CCNC(=O)c2ccc3c(c2)N(Cc2ccc(F)cc2)CCS3)c1
→ -14% | 1% | -4% | -18% | 12% | 0% | -1 | -6% | 17% | -29% | ?
> Cc1csc(=N)n1-c1ccc(Cl)cc1
→ -5% | 11µM* | ? | ? | ? | 9.5µM* | -5 | 3.5µM* | ? | ? | ?
> CCN(CC)c1ccc(-n2c(O)c(C=C3N=c4ccccc4=N3)sc2=S)cc1
→ -6% | -22% | 3% | 0% | 36% | -1% | -3 | 0% | -7% | -14% | 14%
> Cc1cc(C)cc(N2CC34C=CC(O3)C(C(=O)OCC(=O)NCc3ccco3)C4C2=O)c1 (centres undefined)
→ -4% | -1% | 4% | -3% | 12% | 1% | -3 | 2% | -1% | 1% | -4%
> CCOC(=O)CNC(=S)SC
→ 1% | 0% | -3% | -1% | -2% | 3% | -2 | -3% | 7% | 0% | 2%
> CCOC(=O)C1=C(C)N(c2ccc(C)cc2)C(=O)/C1=C\c1ccc(O)c(OC)c1
→ ? | ? | 2% | -13% | ? | -11% | 19 | -8% | -15% | -21% | 0%
> CC(C)(C)NC(=O)COC(=O)c1ccc(Cl)nc1
→ -4% | 1% | 0% | 0% | 1% | 5% | 2 | -1% | -1% | 0% | -9%
> O=C(Nc1cc2c3c(c1)CC(=O)N3CCC2)c1cccc(F)c1
→ 1% | nt | 15% | -1% | nt | -16% | -1 | -1% | 2% | -26% | ?
> Cc1ccc(OCCC(=O)NCCc2ccc(S(N)(=O)=O)cc2)cc1
→ 0% | -2% | 2% | 1% | 28% | 1% | 13 | 2% | 5% | -6% | 10%
> COC(=O)C(C)Oc1ccc(=O)[nH]n1 (centres undefined)
→ 3% | 4% | 3% | 0% | -16% | -1% | 2 | 0% | -5% | -16% | 10%
> Cc1ccc(C(=O)Nc2nnc(COc3ccccc3)s2)cc1
→ 0% | 18% | 4% | 1% | -10% | 1% | 0 | -8% | 4% | -20% | -1%
> O=C(c1cccnc1)N1C2C=CC(C2)C1(C(F)(F)F)C(F)(F)F (centres undefined)
→ nt | -9% | nt | nt | 16% | 2% | -3 | nt | nt | 1% | nt
> Cc1ccc2c(c1)C(=C(C#N)C#N)C(=O)N2CCN1CCCCC1
→ -1% | -8% | -1% | 0% | 3% | -2% | 3 | 3% | 0% | -21% | ?
> CC(=O)Oc1ccc(C(C)=O)c2c1OCCO2
→ -1% | -6% | -1% | -2% | 21% | 5% | -4 | 2% | -4% | 2% | -4%
> CCN(CC)C(=S)SCC(=O)Nc1nc(-c2ccccc2)c(-c2ccccc2)o1
→ -6% | 8.9µM* | -4% | -1% | 4.5µM* | 0% | -3 | -3% | -4% | -18% | -16%
> O=C(O)c1cccc(Nc2nc3ccccc3nc2NS(=O)(=O)c2cccs2)c1
→ -5% | -14% | 0% | -3% | 13% | ? | -2 | -1% | 10% | -25% | ?
> COC(=O)c1sccc1S(=O)(=O)NC(C)c1cnn(-c2ccc(OC)cc2)c1C (centres undefined)
→ -1% | 6% | -4% | -1% | 3% | 2% | 4 | 11% | -4% | -24% | 0%
> S=C(NCCc1ccccn1)NC1CCCCC1
→ ? | -90% | ? | ? | 13µM* | ? | 1 | ? | ? | 88% | ?
> Cc1ccccc1CC1SC(N)=NC1=O (centres undefined)
→ -1% | 7% | 0% | -1% | -19% | 4% | -3 | 1% | nt | 3% | ?

Part of the list above with just Gal4-VP16 FLuc.
| SMILES | Gal4-VP16 FLuc |
| --- | --- |
| CCN(CC)C(=S)SCC(=O)Nc1nc(-c2ccccc2)c(-c2ccccc2)o1 | 8.9µM* |
| O=C(O)c1cccc(Nc2nc3ccccc3nc2NS(=O)(=O)c2cccs2)c1 | -14% |

(listing goes on)
Results follow in this order: Tb PFK block | Gal4-VP16 FLuc | ELG1 genotoxic | NPC1 promoter act | RORgamma inh | FLuc modulator | TRPV1 ag | Rab9 prom act | p53 reactivation | BRCA1 expr up | ELG1 DNA repair
> CC(C)N1C(=O)/C(=C\c2nc3ccccc3c(=O)n2-c2ccccc2)c2ccccc21
→ 0% | ? | -14% | -1% | -32% | 1% | 8 | 4% | -21% | -94% | 13µM*
> COc1cc(NC(=O)COc2ccccc2[N+](=O)[O-])ccc1NC(=O)c1ccco1
→ -6% | 0% | 15% | 6% | 2% | 0% | 3 | 4% | -4% | 43% | 17%
> CCC(=O)Nc1sc2c(c1C#N)CC(C)(C)NC2(C)C
→ 0% | -1% | 1% | 8% | 0% | 1% | 1 | 13% | 8% | 1% | 1%
> Cc1cc(=O)n2nc(N3CCC(C(=O)NCCc4ccc(Cl)cc4)CC3)sc2n1
→ 0% | -9% | 0% | -1% | 14% | 4% | -2 | -5% | -3% | -25% | 0%
> COC(=O)c1ccccc1NC(=O)COC(=O)CSCC(=O)N1CCOCC1
→ 2% | 3% | 3% | 7% | -9% | 1% | 7 | 10% | -4% | 10% | 11%
> NC(=O)c1ccc(N2CCOCC2)nc1
→ 1% | 6% | 1% | -1% | -1% | -2% | -1 | 15% | 10% | -1% | 9%
> Cc1ccc(NC(=O)CC(O)(C(F)(F)F)C(F)(F)F)cc1
→ 0% | ? | -11% | -2% | 0% | -2% | -3 | 14% | 0% | -26% | ?
> Cc1ccc(NC(=O)C2CC(=O)NC(Nc3cccc(C)c3)=N2)cc1 (centres undefined)
→ -9% | 1% | -1% | 0% | -6% | 3%[2.3 µM] | 2 | -1% | 1% | 0% | 0%
> Cc1ccc(-c2cc(C#N)c(=O)n(Cc3c(Cl)cccc3Cl)c2)cc1
→ 5% | -7% | 0% | -1% | -11% | 3% | -3 | 0% | -5% | -14% | 9%
> COc1ccccc1N1CCN(C(CNC(=O)C2CCCCC2)c2cccnc2)CC1 (centres undefined)
→ -8% | -1% | 2% | 1% | ? | 4% | 3 | 2% | 12% | -4% | -14%
